D1 ag = Allosteric Agonists of the Human D1 Dopamine Receptor: qHTS; D(1A) dopamine receptor (Homo sapiens), P21728; HEK293 T-REx D1 cells, calcium flux, agonist mode; activation, % at 2 µM; 1% of 360,000 active; AID 504660, 2011; in the data active = activation above about 30%; also: 0% is about no effect
Target sequence (P21728 whole entry, looked up): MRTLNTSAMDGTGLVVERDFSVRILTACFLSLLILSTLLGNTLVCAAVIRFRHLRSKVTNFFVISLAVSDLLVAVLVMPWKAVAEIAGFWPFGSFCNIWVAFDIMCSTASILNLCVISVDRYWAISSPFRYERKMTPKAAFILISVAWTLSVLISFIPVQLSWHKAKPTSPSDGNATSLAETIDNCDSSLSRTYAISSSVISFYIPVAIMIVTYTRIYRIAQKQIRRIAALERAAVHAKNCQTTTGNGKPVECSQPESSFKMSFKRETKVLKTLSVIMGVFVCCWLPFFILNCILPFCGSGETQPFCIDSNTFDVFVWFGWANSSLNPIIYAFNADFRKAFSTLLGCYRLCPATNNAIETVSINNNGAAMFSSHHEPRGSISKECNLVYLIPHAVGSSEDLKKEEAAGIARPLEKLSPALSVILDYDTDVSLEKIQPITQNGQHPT
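Agonism was scored from calcium flux recorded over 180 s (1 read/s) after pintool compound addition, following a 10-cycle baseline. Cells were inducible force-coupled HEK293 TREx D1, plated overnight at 30 C and loaded with no-wash calcium dye.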
RXFP1 agonist = qHTS Assay for Agonists of the Relaxin Receptor RXFP1; AID 2676, 2010; 0.3% of 370,000 active; Potency, µM (top dose mostly 57.5 µM), for the others: at the highest dose activation, actives largely listed as activators; Relaxin receptor 1 (Homo sapiens), Q9HBX9; HEK293T-RXFP1 cAMP TR-FRET, 30 min; response scale: percent of porcine relaxin response, buffer zero; also: potency is read from the fitted curve at half-maximal effect; % is scaled to controls: 0 for no effect and ±100 for the full control effect; nearly all actives have a fitted effect of over 60% in size; many of its hits are not listed in these tables
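HEK293 cells stably expressing RXFP1, treated 30 min at 37C with compounds plus PDE4 inhibitor Ro 20174; cAMP measured by HTRF TR-FRET. Normalized to buffer and 29 nM porcine relaxin; EC50 by Hill fit.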
TRHR agonist = qHTS for Small Molecule Agonists and Allosteric Enhancers of Human TRH Receptor: Primary Screen for Agonists; TRHR cells, calcium flux fluo-8, FDSS agonist mode; activation, % at 2 µM; 0.18% of 360,000 active; AID 493084, 2011; in the data active = activation above about 30%; also: 0% is about no effect
Target sequence (P34981 whole entry, looked up): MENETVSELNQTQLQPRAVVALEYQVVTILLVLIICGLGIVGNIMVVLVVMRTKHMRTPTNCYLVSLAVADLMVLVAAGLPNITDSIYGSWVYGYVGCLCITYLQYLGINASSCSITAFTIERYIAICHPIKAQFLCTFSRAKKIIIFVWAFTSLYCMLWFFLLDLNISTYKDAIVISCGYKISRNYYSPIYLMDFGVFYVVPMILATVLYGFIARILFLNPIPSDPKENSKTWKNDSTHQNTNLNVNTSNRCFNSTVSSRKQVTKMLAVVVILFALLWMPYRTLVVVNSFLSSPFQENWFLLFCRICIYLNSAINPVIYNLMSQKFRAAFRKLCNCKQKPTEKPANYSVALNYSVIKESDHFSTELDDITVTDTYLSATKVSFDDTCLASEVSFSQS
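Steps: seed TRHR cells overnight; add fluo-8 no-wash Ca dye, RT 30 min–1.5 h; record 10 s baseline; pin-transfer compounds; monitor fluorescence 1 cycle/s for the agonist window. Calcium increases flag candidate agonists.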
D1 antagonist = Antagonist of Human D 1 Dopamine Receptor: qHTS; 3.2% of 360,000 active; HEK293 TREx D1 cells, calcium flux, dopamine EC80; active compounds read low; activity change, negative = inhibition, % at 10 µM; D(1A) dopamine receptor (Homo sapiens), P21728; in the data active = activity change below about -30%; also: % is scaled to controls: 0 for no effect and ±100 for the full control effect
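Allosteric or orthosteric antagonism assessed as attenuation of the calcium response to EC80 dopamine, added 180 s after compound, in induced HEK293 Trex D1 cells loaded with no-wash calcium dye.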
D1 PAM = Potentiators of Human D1 Dopamine Receptor: qHTS; potentiation, % at 10 µM; D(1A) dopamine receptor (Homo sapiens), P21728; 0.036% of 360,000 active; HEK293 TREx D1 cells, calcium flux, dopamine EC20 potentiation; in the data active = potentiation above about 30%; also: 0% is about no effect
TRHR PAM = qHTS for Small Molecule Agonists and Allosteric Enhancers of Human TRH Receptor: Primary Screen for Enhancers; Thyrotropin-releasing hormone receptor (Homo sapiens), P34981; TRHR cells, fluo-8 calcium fluorescence, EC20 TRH enhancement; enhancement, % at 2 µM; 0.66% of 360,000 active; AID 493056, 2011; in the data active = enhancement above about 30%; also: 0% is about no effect
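TRHR-expressing cells loaded with fluo-8 calcium dye were read kinetically (ex 480/em 530) during compound addition, then stimulated with an EC20 of TRH (10 nM final). Enhancement of the Gq-mediated intracellular calcium response was scored.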
RXFP1 antagonist = qHTS Assay for Antagonists of the Relaxin Receptor RXFP1; Relaxin receptor 1 (Homo sapiens), Q9HBX9; HEK293-RXFP1, relaxin-stimulated cAMP HTRF, 30 min; active compounds read low; activity change, negative = inhibition, % at 57.5 µM; 0.59% of 350,000 active; AID 1259400, 2018;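 active = activity change of -60% or lower, but not beyond a set lower limit; inconclusive = change between -60% and -40%, or beyond the set limit; inactive = change above -40%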; also: % is scaled to controls: 0 for no effect and ±100 for the full control effect
Apoferritin bind = qHTS Assay for Identification of Novel General Anesthetics. Ferritin light chain (Equus caballus), P02791. apoferritin/1-aminoanthracene competitive binding, fluorescence. Potency, µM (top dose mostly 77.5 µM), for inactives: at the top dose activity change, negative = displacement, actives largely listed as inhibitors. 0.074% of 350,000 active. AID 485281, 2010; also: potency is read from the fitted curve at half-maximal effect; % is scaled to controls: 0 for no effect and ±100 for the full control effect; nearly all actives have a fitted effect of over 20% in size
Target sequence (P02791 2-175 limits assumed): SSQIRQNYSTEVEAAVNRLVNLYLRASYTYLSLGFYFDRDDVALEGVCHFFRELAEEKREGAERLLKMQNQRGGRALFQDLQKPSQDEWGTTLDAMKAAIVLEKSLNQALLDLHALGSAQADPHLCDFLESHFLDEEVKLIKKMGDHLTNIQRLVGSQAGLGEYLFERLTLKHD
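10 uM apoferritin + 50% sat. 1-AMA, PBS; cpd 10 min RT; Ex380/Em535 endpoint; normalized to free probe vs complex; 4-param Hill fit; propofol titration as pos. ctrl.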
D2 potentiator = HTS Assay for Positive Allosteric Modulators of the Human D2 Dopamine Receptor: Primary Screen for Potentiators. D(2) dopamine receptor (Homo sapiens), P14416. HEK293 T-REx D2, calcium flux, EC20 dopamine potentiation. potentiation, % at 10 µM. 0.34% of 340,000 active. AID 485347, 2010;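 active = potentiation over 3 SD above the plate norm, cut at about 30% in these data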; also: 0% is about no effect
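Potentiation of an EC20 dopamine calcium response measured kinetically over 180 s, after a preceding 180 s compound-only read flagging agonists. Cells: inducible Hek293 Trex D2 line, 4000/well, cultured overnight at 30 C before dye loading.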
* hit, by the source's call; ? = inconclusive; / = not tested or not shown; & = joins results of further samples. Unless noted, calls follow the shape of the dose curve; as a rule, active = well fitted curve in the direction sought with a large enough effect; inconclusive = small, poorly fitted or top-dose-only effect, or another doubt; inactive = no such curve, though single readings can be large; an effect the other way counts as inactive or inconclusive. A portion of the library, so the mix of outcomes need not match the whole.

SMILES	D1 ag	RXFP1 agonist	TRHR agonist	D1 antagonist	D1 PAM	TRHR PAM	RXFP1 antagonist	Apoferritin bind	D2 potentiator
O=C(NNc1cc(Cl)ccc1Cl)c1cccnc1Cl	2	-0.1%	0.4	-6	-2	-3	6	0%	0
Cc1cc(=O)oc2c3c(cc(OCC(=O)NCCCn4ccnc4)c12)OC(C)(C)CC3	2	12%	-0.1	12	-2	3	17	3%	-13
O=C(NCCc1ccc(Cl)cc1)c1ccc2[nH]c(=O)c(=O)[nH]c2c1	0	0.2%	-0.1	-4	-10	-2	-4	-10%	12
Cc1cccc(OCC(=O)Nc2ccc3oc(=O)ccc3c2)c1	7	2.3%	-0.1	-20	-6	-3	-7	-8%	-18
O=C1NC(NS(=O)(=O)c2ccc(Cl)cc2)(C(F)(F)F)C(=O)N1Cc1cccnc1 (stereo unspecified)	3	-2.1%	0.9	1	1	1	-1	-4%	-3
COc1ccc(C)cc1NC(=O)CN1C(=O)COc2ccc(S(=O)(=O)N3CCC(C)CC3)cc21	5&3	1.1%&0.4%	-0.2&0.2	6&0	7&-3	-4&2	-5&-29	-8%&-10%	8&1
O=C(CSc1ncc(-c2ccccc2)n1C1CCCC1)N1CCc2ccccc21	3	0.5%	-0.1	-24	2	-3	-34	-20%	-31
O=C(O)c1cc(S(=O)(=O)N2CCCC2)ccc1Br	1	1.0%	0.0	-7	-3	-1	0	-15%	-3
Clc1ccc(/C=N\Nc2ccccc2)cc1	1	0.3%	0.1	3	-1	-2	5	-2%	1
CCOC(=O)c1ccc(S(=O)(=O)NC2CCC(C)CC2)cc1 (stereo unspecified)	8	3.1%	-0.2	-13	-3	-6	1	/	-3
Cc1ccc(CSc2nncn2-c2ccccn2)cc1	2	0.1%	0.2	-4	-6	5	10	-7%	-9
CCCN(CC(=O)Nc1ccccc1OC)C(=O)c1cccc(S(=O)(=O)NCc2ccccc2)c1	0	-1.5%	-0.4	11	-11	-1	-6	/	-1
N#CC1(c2ccccc2)CCC(=O)N1Cc1ccccc1 (stereo unspecified)	0	1.0%	0.1	3	2	-4	-37	-1%	21
O=C(O)CCSc1ccc([N+](=O)[O-])cc1[N+](=O)[O-]	3	1.7%	0.6	5	7	1	-7	-12%	-4
CCc1nnc(SCC(=O)Nc2ccc(Cl)cc2F)c2cc3occc3n12	1	?	0.1	7	-1	3	-4	-4%	3
CCN(Cc1ccccc1)C(=O)COC(=O)c1c(C)nsc1NC	12	1.2%	-0.9	-12	-4	-9	-3	/	17
Cc1c(C(=O)N2CC3(CC(c4cccc(NC(=O)[C@H]5CCC(=O)N5)c4)=NO3)C[C@@H]2C(N)=O)cc([N+](=O)[O-])cc1[N+](=O)[O-] (stereo partly specified)	4	0.0%	-0.1	28	-5	11	/	-14%	1
O=C(NC(=S)Nc1ccc(S(=O)(=O)Nc2nccs2)cc1)c1cccnc1	3	2.4%	0.4	2	-3	1	3	-7%	-14
COc1ccccc1NC(=S)N1CCN(c2ccccc2F)CC1	4	0.7%	-1.2	9	-2	3	-5	-8%	-4
Cc1nn(C)c2c1c(C(F)(F)F)cc(=O)n2CC(=O)NCc1ccccc1Cl	-1	-1.4%	-0.5	22	-6	9	-2	0%	-11

Individual results from the list:
CCc1nnc(SCC(=O)Nc2ccc(Cl)cc2F)c2cc3occc3n12 in Apoferritin bind shows -4%
O=C(O)CCSc1ccc([N+](=O)[O-])cc1[N+](=O)[O-] in TRHR agonist shows 0.6

Continued.
SMILES	D1 ag	RXFP1 agonist	TRHR agonist	D1 antagonist	D1 PAM	TRHR PAM	RXFP1 antagonist	Apoferritin bind	D2 potentiator
CCCCC(=O)NCc1ccc(F)cc1	4	1.6%	0.1	4	0	2	7	-9%	6
COc1ccc(CCNC(=O)Cn2nnc3ccccc3c2=O)cc1	6	-0.5%	-0.5	14	6	-2	8	-15%	/
COc1ccc(-c2cc(=Nc3ccc(C)cc3)c3ccccc3o2)cc1	0	-2.5%	0.6	8	-4	5	-7	-15%	6
CCOC(=O)N1CCN(C(=O)c2ccc3c(SCC(=O)O)c4c(nc3c2)CCCC4)CC1	2	10%	-0.5	-3	1	0	-2	-1%	/
COCCN(C(=O)COC(=O)c1ccc(C)o1)c1c(N)n(Cc2ccccc2)c(=O)[nH]c1=O	3	-0.3%	1.4	10	-4	2	-1	/	9
Cn1c(C(=O)NCC2CCCO2)cc2c(=O)[nH]c3ccccc3c21 (stereo unspecified)	-1	4.4%	0.6	7	5	3	-6	-3%	0
O=S1(=O)N=C(N2CCN(c3ccc(F)cc3)CC2)c2ccccc21	3	-0.9%	0.1	-7	1	21	22	-4%	-3
COC(=O)c1ccc(C)c(NS(=O)(=O)c2cn(C)nc2C)c1	2	3.0%	0.5	-2	-1	17	-4	-3%	/
COc1c(F)c(F)c(C(=O)O)c(Nc2ccccc2)c1F	4	0.4%	0.9	-4	8	10	-10	-9%	3
CC1(C)[N+]([O-])=C2C(=[N+]([O-])C1(C)C)c1ccccc1/C2=N\O	2	0.0%	0.7	2	-3	-2	5	-13%	0

Three entries from above, ordered by their value in TRHR PAM, low to high:
compound,TRHR PAM
CC1(C)[N+]([O-])=C2C(=[N+]([O-])C1(C)C)c1ccccc1/C2=N\O,-2
CCOC(=O)N1CCN(C(=O)c2ccc3c(SCC(=O)O)c4c(nc3c2)CCCC4)CC1,0
O=S1(=O)N=C(N2CCN(c3ccc(F)cc3)CC2)c2ccccc21,21

Going on with the list.
SMILES	D1 ag	RXFP1 agonist	TRHR agonist	D1 antagonist	D1 PAM	TRHR PAM	RXFP1 antagonist	Apoferritin bind	D2 potentiator
CC(=O)N(Cc1cccs1)Cc1cc2ccc(C)c(C)c2nc1Cl	5	0.0%	-0.5	3	-4	2	-5	0%	7
O=C(c1[nH]ncc1-c1ccc(Cl)cc1)C1CO1 (stereo unspecified)	0	0.9%	-0.4	-24	-13	2	-7	6%	-7
O=C(Nc1ccc(F)cc1F)c1ccccc1NC(=O)C1CC=CCC1C(=O)O (stereo unspecified)	2	0.3%	0.3	-3	-2	-3	1	-2%	7
Cn1c(NNC(=O)/C=C/c2ccc3c(c2)OCO3)cc(=O)n(C)c1=O	2	-2.6%	-0.2	5	3	17	12	6%	0
CC1(C)Cc2c(sc(/N=C/N3CCCCC3)c2C#N)C(C)(C)N1	-1	-2.1%	-0.5	3	-2	-2	7	-10%	-10
CC(Cc1c[nH]c2ccccc12)C(=O)NCc1ccco1 (stereo unspecified)	2	-1.8%	-0.3	-3	-3	7	4	10%	-6
N#CC1=C(N)OC2=C(C(=O)CCC2)C1c1ccsc1 (stereo unspecified)	0	0.3%	0.5	4	-7	-4	3	-7%	2
O=C(c1cc(-c2ccc(Cl)c(Cl)c2)on1)N1CCCCC1	2	-0.2%	0.5	-7	-3	9	-2	-13%	-13
O=C(Nc1nnc(-c2ccncc2)o1)c1ccccc1	2	-0.7%	-0.9	-12	-4	4	-1	-3%	-6
Cc1nn(Cc2ccccc2)c(Cl)c1/C=C/C(=O)OCC(=O)N(C)C1CCS(=O)(=O)C1 (stereo unspecified)	2	2.0%	0.6	-8	-3	14	7	-2%	1

4 records drawn at random from the list so far:
SMILES	D1 ag	RXFP1 agonist	TRHR agonist	D1 antagonist	D1 PAM	TRHR PAM	RXFP1 antagonist	Apoferritin bind	D2 potentiator
COc1ccccc1NC(=S)N1CCN(c2ccccc2F)CC1	4	0.7%	-1.2	9	-2	3	-5	-8%	-4
Clc1ccc(/C=N\Nc2ccccc2)cc1	1	0.3%	0.1	3	-1	-2	5	-2%	1
Cn1c(NNC(=O)/C=C/c2ccc3c(c2)OCO3)cc(=O)n(C)c1=O	2	-2.6%	-0.2	5	3	17	12	6%	0
Cc1nn(Cc2ccccc2)c(Cl)c1/C=C/C(=O)OCC(=O)N(C)C1CCS(=O)(=O)C1 (stereo unspecified)	2	2.0%	0.6	-8	-3	14	7	-2%	1

Continuation.
SMILES	D1 ag	RXFP1 agonist	TRHR agonist	D1 antagonist	D1 PAM	TRHR PAM	RXFP1 antagonist	Apoferritin bind	D2 potentiator
S=C1N(c2ccccc2)C(c2ccc(Br)cc2)N2CCCN12 (stereo unspecified)	4	0.9%	-1.1	0	-6	-1	-5	-3%	-6
Cc1cc(C)c(S(=O)(=O)c2ccccc2)c(OC(=O)c2ccc(Cl)cc2Cl)n1	7	7.2%	0.2	0	1	2	-5	-4%	-22
CCc1ccccc1Nc1nn2c(=O)c3ccc(C(=O)Nc4ccc(OC)cc4)cc3nc2s1	0	-0.7%	0.6	-6	-3	0	/	0%	-1
CC(=O)Nc1ccc(NC(=O)COC(=O)c2cnccn2)cc1	2	6.1%	1.0	1	-2	-2	-12	1%	-4
CCn1c(SCC(=O)Nc2sccc2C(N)=O)nnc1C1CC1	2	0.6%	0.5	-5	0	13	-12	/	-10
O=C(NC1CCCCC1)C(c1cccnc1)N(C(=O)CCl)c1cccc(Cl)c1 (stereo unspecified)	1	2.1%	-0.5	-7	0	-2	5	-23%	-6
CC(=O)NC(C)c1cc(Cl)c2ccccc2c1O (stereo unspecified)	3	1.9%	-0.3	/	1	-15	/	/	-21
CCc1cc2c(SCC(=O)Nc3ccc(Cl)cn3)ncnc2s1	2	1.9%	0.2	-5	-1	-2	-3	-8%	6
COCCNC(=O)/C(C#N)=C/c1cc(C)n(-c2ccc(C)cc2)c1C	9	-1.7%	-2.0	-64*	-10	-3	-33	?	-13
CCCCn1c(CN2CCN(CCO)CC2)nc2ccccc21	3	0.8%	0.3	1	1	3	-17	2%	-3
COCCCNC(=O)CN(c1cccc(Cl)c1)S(C)(=O)=O	23	1.5%	-0.2	-15	-6	5	16	-2%	-3

Compound activity from PubChem BioAssay.
